Compound activity deposited in PubChem by National Center for Advancing Translational Sciences (NCATS).
Pol iota inh: qHTS for Inhibitors of Polymerase Iota | DNA polymerase iota (Homo sapiens), Q9UNA4 | Pol iota fluorescent replication assay, 10 min | Potency, µM (series often up to 115 µM), inactives show at the top dose activity, negative = inhibition, actives largely listed as inhibitors | 390,000 compounds, 1% hits | AID 588590, 2011
Target sequence (Q9UNA4 whole entry, looked up): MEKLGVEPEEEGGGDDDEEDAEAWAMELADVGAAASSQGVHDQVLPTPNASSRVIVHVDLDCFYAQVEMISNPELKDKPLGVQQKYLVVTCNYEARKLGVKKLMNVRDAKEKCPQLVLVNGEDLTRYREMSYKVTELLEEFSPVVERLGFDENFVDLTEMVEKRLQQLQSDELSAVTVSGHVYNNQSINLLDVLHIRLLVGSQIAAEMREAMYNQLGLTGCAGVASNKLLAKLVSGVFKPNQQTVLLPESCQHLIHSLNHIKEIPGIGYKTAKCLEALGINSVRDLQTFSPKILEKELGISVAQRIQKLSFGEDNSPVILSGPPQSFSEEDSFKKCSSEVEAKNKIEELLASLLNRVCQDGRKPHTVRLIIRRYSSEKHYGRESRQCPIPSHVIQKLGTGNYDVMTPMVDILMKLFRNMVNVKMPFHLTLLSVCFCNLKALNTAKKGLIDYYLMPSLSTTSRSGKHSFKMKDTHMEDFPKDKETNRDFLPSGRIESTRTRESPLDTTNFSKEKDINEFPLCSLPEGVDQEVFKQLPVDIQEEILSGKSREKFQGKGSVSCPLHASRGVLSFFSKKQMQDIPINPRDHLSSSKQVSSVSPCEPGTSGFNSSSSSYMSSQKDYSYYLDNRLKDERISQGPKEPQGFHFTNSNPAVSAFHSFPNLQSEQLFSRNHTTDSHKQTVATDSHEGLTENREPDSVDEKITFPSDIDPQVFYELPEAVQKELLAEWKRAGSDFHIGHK
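Fluorescent replication assay read twice, at 0 min and 10 min after adding 50 nM (final) substrate. Enzyme (10 nM) and compounds were first incubated 15 min at room temperature; enzyme-free buffer wells were negative controls.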
JMJD2A Tudor: qHTS Assay for Inhibitors of JMJD2A-Tudor Domain | AID 504339, 2011 | AlphaScreen JMJD2A-Tudor / H3K4me3 peptide binding | Potency, µM (titrated, usually from 114 µM), for the others: top-dose activity change, negative = inhibition, most hits filed as inhibitors | 390,000 compounds, 4.4% hits | Lysine-specific demethylase 4A (Homo sapiens), O75164; note: % is set by controls: 0 for no effect and ±100 for the full control effect; nearly all actives have a fitted effect of over 50% in size
BLM helicase inh: qHTS Assay for Inhibitors of Bloom's syndrome helicase (BLM) | RecQ-like DNA helicase BLM (Homo sapiens), P54132 | recombinant BLM DNA unwinding, fluorescence dequenching | Potency, µM (titrated, usually from 56.1 µM), for the others: top-dose activity change, negative = inhibition, hits mostly inhibitors | 350,000 compounds, 0.2% hits;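 note: plate controls were vehicle for no effect and no enzyme for full effect; nearly all actives have a fitted effect of over 35% in size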
GLS inh: qHTS for Inhibitors of Glutaminase (GLS) | 410,000 compounds, 0.21% hits | GLS enzymatic activity, qHTS titration | Potency, µM (series often up to 45.5 µM), without a hit: top-dose activity change, negative = inhibition, hits mostly inhibitors; note: % is set by controls: 0 for no effect and ±100 for the full control effect
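Compounds were pin-transferred onto hKGA, after which L-glutamine (1 mM solution) and a detection mix of glutamate oxidase, HRP and Amplex Red were added. Initial and 30 min RT fluorescence reads were collected.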
HP1b chromo inh: HTS for Inhibitors of HP1-beta Chromodomain Interactions with Methylated Histone Tails; Chromobox protein homolog 1 (Homo sapiens), P83916; AID 540317, 2011; AlphaScreen HP1-beta / biotin-H3K9me3 peptide binding; Potency, µM (doses to about 114 µM), for the others: at the top dose activity change, negative = inhibition, actives largely listed as inhibitors; 390,000 compounds, 0.56% hits; note: nearly all actives have a fitted effect of over 70% in size; inactives centre near 23
Target sequence (P83916 whole entry, looked up): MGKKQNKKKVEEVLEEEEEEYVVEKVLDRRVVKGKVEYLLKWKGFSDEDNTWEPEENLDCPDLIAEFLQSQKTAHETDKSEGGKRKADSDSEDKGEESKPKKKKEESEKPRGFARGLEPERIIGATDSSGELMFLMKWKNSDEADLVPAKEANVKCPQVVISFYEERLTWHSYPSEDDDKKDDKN
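HP1-beta protein (50 nM final) preincubated 30 min at room temperature with biotinylated H3(1-18)K9me3 peptide (50 nM) in PBS pH 7.4, 0.01% Tween-20, then compound added for 30 min. AlphaScreen streptavidin donor/nickel chelate acceptor beads (10 ug/mL final), 30 min dark, luminescence read.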
Pin1 inh: qHTS Assay to Find Inhibitors of Pin1. Pin1 FP peptide displacement, HiFluor488, 10 min. 390,000 compounds, 0.009% hits. Peptidyl-prolyl cis-trans isomerase NIMA-interacting 1 (Homo sapiens), Q13526. Potency, µM (titrated, usually from 115 µM), inactives show top-dose activity, negative = inhibition, hits mostly inhibitors; active = well fitted inhibition curve with a large enough effect in the polarisation, with a control signal flat, not every such curve was filed as active; inconclusive = small, poorly fitted or top-dose-only effect, or effect the other way, or a change in a side signal; inactive = no such curve, though single readings can be large or run the other way; the % refers to the polarisation; note: % is set by controls: 0 for no effect and ±100 for the full control effect
Target sequence (Q13526 whole entry, looked up): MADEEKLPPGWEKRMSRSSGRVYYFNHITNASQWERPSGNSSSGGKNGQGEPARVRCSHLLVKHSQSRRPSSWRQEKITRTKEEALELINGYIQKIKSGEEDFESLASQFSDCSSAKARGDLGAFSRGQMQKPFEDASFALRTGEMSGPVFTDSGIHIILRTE
PGK inhibitor: qHTS Assay to Find Inhibitors of Phosphoglycerate Kinase; Phosphoglycerate kinase, glycosomal (Trypanosoma brucei brucei), P07378; PGK/GAPDH coupled, Kinase-Glo luminescence, 60 min; Potency, µM (top dose mostly 57.5 µM), for inactives: at the highest dose activity change, negative = inhibition, hits mostly inhibitors; 380,000 compounds, 0.043% hits; note: % is set by controls: 0 for no effect and ±100 for the full control effect; nearly all actives have a fitted effect of over 60% in size
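Recombinant glycosomal PGK reaction used 1,3-bisphosphoglycerate generated in-well by GAPDH (100nM final) in 100mM TEA pH 7.6, 5mM MgCl2, 0.01% Tween-20. After 60 minutes at room temperature, ATP was read by Kinase-Glo Plus luminescence end-point.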
BAZ2B inh: qHTS Assay for Inhibitors of BAZ2B; AID 504333, 2011; Bromodomain adjacent to zinc finger domain protein 2B (Homo sapiens), Q9UIF8; AlphaScreen BAZ2B-H3K14Ac peptide displacement; Potency, µM (titrated, usually from 114 µM), without a hit: at the top dose activity change, negative = inhibition, hits mostly inhibitors; 360,000 compounds, 4.4% hits; note: % is set by controls: 0 for no effect and ±100 for the full control effect; nearly all actives have a fitted effect of over 60% in size
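Inhibition is scored as reduced AlphaScreen emission. The BAZ2B/b-H3(5-23)K14Ac complex (50 nM each) in PBS pH 7.4, 0.01% Tween-20 meets compound (up to 110 uM) for 30 min at RT before bead addition.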
G9a block: qHTS Assay for Inhibitors of Histone Lysine Methyltransferase G9a. G9a H3K9 monomethylation, AlphaScreen, 2 h. Potency, µM (titrated, usually from 102 µM), for inactives: at the top dose activity, negative = inhibition, most hits filed as inhibitors. 350,000 compounds, 8.8% hits. AID 504332, 2011; note: % is set by controls: 0 for no effect and ±100 for the full control effect; nearly all actives have a fitted effect of over 75% in size
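AlphaScreen read-out: biotin-H3K9 peptide (500 nM) methylation by 20 nM enzyme with 20 uM SAM, 2 h at room temperature after 15 min compound preincubation; anti-monomethyl H3K9 antibody plus donor/acceptor beads, 10 min dark.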
Numbers without * were called inactive; i = inactive; u = inconclusive; x = no result given; [ ] = another dose, or the depositor's remark. Unless noted, calls come from the whole dose curve; as a rule, active = well fitted curve in the direction sought with a large enough effect; inconclusive = small, poorly fitted or top-dose-only effect, or another doubt; inactive = no such curve, though single readings can be large; an effect the other way counts as inactive or inconclusive. Potency is the fitted concentration of half-maximal effect. These rows are one share of the data. The share of hits here may be higher or lower than overall.

SMILES	Pol iota inh	JMJD2A Tudor	BLM helicase inh	GLS inh	HP1b chromo inh	Pin1 inh	PGK inhibitor	BAZ2B inh	G9a block
COc1cccc(C2CC(c3ccccc3)n3ncnc3N2)c1 (configuration not stated)	-12.9%	-9.9%	0.0%	2.2%	64.9%[activator]	6.5%	i	9.3%	-20.7%
COc1ccc(OC)c(C(=O)CSc2nnnn2C)c1	10.2%	-14.8%	-3.2%	13.4%	30.0%	-2.6%	-10.3%	-3.9%	-46.7%
Cc1ccc(C)c(CS(=O)(=O)c2cn(CC(=O)N(C(C)C)C(C)C)c3ccccc23)c1	-0.6%	12.1%	2.4%	2.2%	43.2%[activator]	-1.5%	-3.0%	3.9%	-5.9%[59 µM]
Cn1nc(C(=O)NCc2cccc(F)c2)cc1C(=O)NCc1cccc(F)c1	29.9%	0.7%	x	2.9%	48.6%[activator]	0.2%	i	5.1%	3.1%[12.7 µM]
CN1CCN(C(=O)c2ccccc2NC(=O)c2ccc(C(C)(C)C)cc2)CC1	26.6%	-9.0%	2.0%	0.0%	21.1%	-0.4%	-1.0%	-6.9%	x
C/C(CCc1oc2ccccc2c1-c1ccc(C)o1)=N/O	-6.9%	56.2µM*	1.9%	13.6%	-28.2%	0.7%	-4.2%	u	u
COc1cccc(/C=N\NC(=O)C2=NNC(=O)C2C)c1O (configuration not stated)	u	56.2µM*	4.4%	14.5%	13.0%	-1.2%	-5.9%	50.1µM*	-6.0%[59 µM]
COc1cccc(NC(=O)CSc2nc3ccccc3c(=O)n2CCCC(=O)N2CCCC2)c1	17.2%	-13.2%	0.6%	3.3%	18.9%	-3.0%	-4.0%	-3.1%	3.3%
CCc1cc(=O)oc2c3c(cc(OCC(=O)NCCCn4ccnc4)c12)OC(C)(C)CC3	17.8%	-27.9%	4.0%	15.4%	19.1%	1.2%	i	-28.3%	8.6%[12.7 µM]
CCC1NC(=O)c2cc(S(N)(=O)=O)c(Cl)cc2N1 (configuration not stated)	5.7%	-5.8%	x	11.0%	52.9%[activator]	7.3%	-9.8%	-3.6%	3.5%[59 µM]
O=C(COC(=O)Cn1cnc2ccccc21)Nc1ccc(F)c(F)c1	61.3%[activator]	-2.1%	x	37.2%[activator]	21.0%	-1.7%	16.6%	x	x
Cc1ccc(Nc2c(-c3ccccn3)nc3ccc(C)cn23)cc1	-8.5%	44.7µM*	-2.5%	19.5%	8.4%	-12.5%	13.7%	x	u
Brc1ccc2oc(-c3ccn[nH]3)cc2c1	-14.1%	-20.7%	-1.0%	-3.1%	-3.2%	-8.8%	-3.6%	-7.8%	7.2%
Cn1cc(S(=O)(=O)N2CCCC2)cc1C(=O)Nc1ccc(C(F)(F)F)cc1	u	-19.4%	-9.2%	-11.4%	7.2%	-5.8%	9.7%	u	-40.8%[59 µM]
O=C(Nc1ccc(OC(F)(F)F)cc1)c1ccc2nccnc2c1	u	-12.7%	-4.9%	3.2%	20.8%	4.6%	1.9%	-5.8%	-38.7%
CN(C)c1nc(N(C)C)nc(N2CCCCC2)n1	14.5%	34.7%	0.5%	x	29.7%	4.7%	-2.3%	-4.1%	5.9%
COc1ccc(CNC(=O)c2ccc3c(c2)N(C)C(=O)CS3=O)cc1 (configuration not stated)	15.7%	-4.3%	-1.4%	-2.3%	57.9%[activator]	0.6%	-3.2%	-0.5%	-6.4%
O=C1C2CCCCC2C(=O)N1Cc1ccccc1 (configuration not stated)	1.8%	-2.1%	1.1%	-8.3%	20.1%	-1.9%	-9.7%	-29.1%	-6.2%
CCc1ccc(-c2csc(NC(=O)C3=COCCO3)n2)cc1	-7.4%	0.0%	x	-5.2%	18.6%	-3.0%	-3.9%	3.0%	2.1%[12.7 µM]
O=C(COC(=O)COc1cccc(C(F)(F)F)c1)Nc1ccc(N2CCOCC2)cc1	2.5%	-7.8%	x	25.3%	28.5%	u	3.1%	-23.5%	-16.5%[12.7 µM]
C=CCNC(=S)/C(=C(/[O-])c1ccccc1Br)[n+]1ccccc1	31.7%[activator]	2.2%[11.4 µM]	-3.8%	-3.8%	49.7%[activator]	-0.9%	-4.8%	-22.3%	u
O=C(NCCCO)/C(=C\C=C\c1ccccc1)NC(=O)c1ccccc1Cl	14.6%	-17.6%	7.8%	19.8%	28.2%	-11.6%	2.6%	11.0%	-3.5%[59 µM]
COc1ccc(OC(=O)COc2ccc(C)cc2)cc1	40.9%[activator]	0.0%	-3.5%	7.7%	71.5%[activator]	-1.5%	i	-4.6%	155.5%[activator]
Cc1ccc(Nc2nc(N/N=C\c3ccc4c(c3)OCO4)nc(N3CCOCC3)n2)cc1	12.3%	-14.2%	-4.8%	-7.6%	23.6%	-7.3%	-5.6%	u	-22.5%
COc1cccc(-c2csc(N3CCN(CC(=O)NNC(=O)c4ccco4)CC3)n2)c1	12.6%	u	-2.9%	5.7%	-15.2%	-0.4%	-1.7%	u	8.5%[0.501 µM]
CC(C)CNC(=S)N1CCC(NC(=O)c2ccco2)CC1	12.1%	-3.5%	-4.7%	-0.1%	37.9%	-9.5%	-5.1%	-7.8%	18.0%[59 µM]
O=C(NN=C1CCCC1)c1ccc(Br)cc1	132.5%[activator]	-2.5%	-1.7%	-22.4%	56.0%[activator]	-2.7%	-1.0%	-3.4%	13.9%
CCCCNC(=O)c1cc(-c2cccnc2)nc2ccc(S(=O)(=O)NCCCC)cc12	-15.7%	-1.3%	-2.8%	0.2%	26.3%	3.2%	3.5%	6.5%	7.4%[59 µM]
O=C(Cn1cnc2ccccc21)OCC(=O)N1CCc2ccccc2C1	20.9%	-1.6%	-5.8%	-1.3%	45.5%[activator]	9.6%	-3.8%	x	u
CC1CCCN(c2nc3c(-c4ccc(Cl)cc4)nnn3c3ccccc23)C1 (configuration not stated)	65.1%[activator]	0.0%	-4.9%	5.1%	58.5%[activator]	-3.8%	-6.7%	8.1%	6.8%[59 µM]
Cc1ccc(S(=O)(=O)CCC(=O)N2CCN(c3ccc([N+](=O)[O-])cc3)CC2)cc1	u	2.3%	-1.7%	8.9%	43.5%[activator]	-9.3%	-4.6%	-12.7%	21.1%[59 µM]
O=C(N1CCOCC1)C12CC3CC(C1)CC(c1ccccc1)(C3)C2	32.3%[activator]	7.4%	1.7%	x	31.6%	-2.8%	-6.6%	0.0%	0.2%
CCOc1ccc(CCNC(=O)COC(=O)COc2ccc(Br)cc2)cc1OCC	19.8%	-11.0%	-6.1%	-7.0%	44.5%[activator]	-0.6%	-6.2%	u	16.1%
OCc1ccc(N=Nc2ccccc2)cc1	12.1%	-29.7%	x	0.0%	1.2%	3.6%	-4.2%	x	x
Cc1cc(Cl)c(C)c(S(=O)(=O)N2CCN(C(=O)C3CCCO3)CC2)c1Cl (configuration not stated)	6.3%	6.9%	x	-0.2%	24.5%	-7.1%	-16.0%	-2.9%	3.3%[12.7 µM]
CC1=C(C(=O)Nc2cc(C(=O)NCCCOC(C)C)ccc2C)SCCO1	160.2%[activator]	0.7%	-5.7%	-9.3%	15.8%	-4.9%	i	7.0%	32.9%

Two successive records from above, for reference:
SMILES	Pol iota inh	JMJD2A Tudor	BLM helicase inh	GLS inh	HP1b chromo inh	Pin1 inh	PGK inhibitor	BAZ2B inh	G9a block
CC(C)CNC(=S)N1CCC(NC(=O)c2ccco2)CC1	12.1%	-3.5%	-4.7%	-0.1%	37.9%	-9.5%	-5.1%	-7.8%	18.0%[59 µM]
O=C(NN=C1CCCC1)c1ccc(Br)cc1	132.5%[activator]	-2.5%	-1.7%	-22.4%	56.0%[activator]	-2.7%	-1.0%	-3.4%	13.9%

Further entries:
SMILES	Pol iota inh	JMJD2A Tudor	BLM helicase inh	GLS inh	HP1b chromo inh	Pin1 inh	PGK inhibitor	BAZ2B inh	G9a block
CCCCc1nc2ccccc2c(NC(=O)CN(CC)CC)c1CCC	8.9%	28.2µM*	-4.0%	9.3%	u	-13.0%	4.0%	56.2µM*	31.6µM*
N#Cc1c(-c2ccccc2)ccnc1Oc1ccccc1	20.4%	48.7%[activator]	-5.0%	-0.6%	183.5%[activator]	2.8%	-1.1%	40.9%[activator]	x
CSc1nsc(NC(=O)OCc2ccc(Cl)cc2)n1	44.1%[activator]	-2.3%	-2.7%	-5.1%	60.6%[activator]	-6.3%	i	7.6%	x
CC(C)OC(=O)CN1C(=O)C(C)(C)Oc2ccc(C(=O)NC(C)(C)C)cc21	27.8%	-2.7%	-1.4%	3.2%	36.7%	1.6%	0.6%	-3.7%	-1.6%[12.7 µM]
O=C(c1ccc2snnc2c1)N1CCCC1	-6.7%	-0.3%	-1.0%	-9.0%	31.1%	-1.5%	-3.7%	u	-22.0%[12.7 µM]
O=C(Cc1ccc(-c2ccccc2)cc1)NCCS(=O)(=O)N1CCN(c2ccc(F)cc2)CC1	3.7%	-11.5%	-0.7%	5.2%	13.4%[57 µM]	-1.4%	23.8%	-2.3%	-1.1%[59 µM]
O=C1N[C@@H](c2ccccc2)COC(=O)[C@@H](Cc2ccc(F)cc2)C/C=C\C[C@H]1CC(=O)N(CCO)Cc1ccccc1	-6.5%	-7.1%	x	1.2%	27.1%	u	5.7%	x	x
CN(C)c1cc[n+](CC(=O)Nc2ccc(Oc3ccccc3)cc2)cc1	-11.9%	-10.6%	-5.7%	-1.3%	21.7%	9.2%	2.0%	-1.7%	7.2%
CCn1c(CNC(=O)c2cccnc2)cc2ccccc21	18.1%	-15.6%	-2.1%	-1.5%	38.9%	-18.6%	i	u	-4.3%
